PAFAH1B2 inh = inhibitors of human PAFAH1B2 | P68402 | recombinant PAFAH1B2, FP-rhodamine activity probe, fluorescence polarization | inhibition, % at 3.39 µM | actives 1.2% (n = 340,000) | AID 492953;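 active = inhibition above the mean of all tested compounds plus 3 SD, cut at about 24% in these data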;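 also: 0% = enzyme with DMSO and 100% = wells lacking PAFAH1B2; many of its hits are not listed in these tables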
Target sequence (P68402 whole entry, looked up): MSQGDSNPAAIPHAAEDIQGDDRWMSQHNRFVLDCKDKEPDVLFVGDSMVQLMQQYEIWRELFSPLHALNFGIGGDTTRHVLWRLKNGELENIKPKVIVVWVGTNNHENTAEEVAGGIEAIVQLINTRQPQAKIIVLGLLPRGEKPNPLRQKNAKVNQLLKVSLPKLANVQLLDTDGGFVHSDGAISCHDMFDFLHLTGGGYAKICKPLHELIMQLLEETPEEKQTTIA
PME-1 primary = blocks human protein phosphatase methylesterase 1. Q9Y570. recombinant PME-1, FP-Rh probe fluorescence polarization. inhibition, % at 5.9 µM. actives 0.53% (n = 320,000);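 active = inhibition above the campaign mean of all compounds plus 3 SD, cut at about 26% in these data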;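 also: competitive labeling of PME-1 active site by serine hydrolase directed probe; 0% = PME-1 with DMSO and 100% = wells lacking PME-1 enzyme; inhibitors block probe labeling so polarization falls and inhibition rises; many of its hits are not listed in these tables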
PAD4 inh = blocks human protein arginine deiminase 4; Q9UM07; recombinant PAD4, RCA probe fluorescence polarization; inhibition, % at 6.36 µM; actives 0.41% (n = 330,000);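 active = percent inhibition above a cutoff equal to the mean of all tested compounds plus 3 SD, cut at about 15% in these data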;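 also: 0% = PAD4 with RCA probe and DMSO and 100% = probe without PAD4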
pPAFAH inh = pPAFAH (human) enzyme inhibition; inhibition, % at 3.39 µM; actives 1.5% (n = 330,000); Q13093; recombinant pPAFAH, FP-rhodamine probe fluorescence polarization; AID 463082;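 active = inhibition above the mean inhibition across the screen plus 3 SD, cut at about 25% in these data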;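 also: inhibitors block binding of the rhodamine activity-based probe so polarization drops; 0% = enzyme with DMSO and 100% = wells lacking pPAFAH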
LYPLA1 inh = blocks human lysophospholipase 1, a PME1 counter-screen | inhibition, % at 5.9 µM | recombinant LYPLA1, FP-Rh probe fluorescence polarization | O75608 | actives 0.16% (n = 320,000);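 active = inhibition above the mean of all tested compounds plus 3 SD, set per campaign, cut at about 14% in these data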;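 also: inhibitors block serine hydrolase probe labeling of LYPLA1 so polarization falls; 0% = enzyme with DMSO and 100% = wells lacking LYPLA1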
Target sequence (O75608 whole entry, looked up): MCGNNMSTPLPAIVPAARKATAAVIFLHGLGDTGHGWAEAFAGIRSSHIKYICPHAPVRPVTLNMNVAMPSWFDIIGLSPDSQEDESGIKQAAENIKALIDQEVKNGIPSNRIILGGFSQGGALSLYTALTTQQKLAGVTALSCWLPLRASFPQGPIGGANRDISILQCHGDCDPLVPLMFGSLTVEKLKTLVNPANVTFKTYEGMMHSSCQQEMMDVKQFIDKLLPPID
PAFAH2 inh = PAFAH2 (human) inhibition. Q99487. recombinant PAFAH2, FP-rhodamine activity probe, fluorescence polarization. inhibition, % at 3.39 µM. actives 0.99% (n = 340,000);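 active = inhibition above the mean over all tested compounds plus 3 SD, cut at about 30% in these data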;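 also: inhibitors block probe labeling of enzyme so polarization drops; 0% = enzyme with DMSO and 100% = wells lacking PAFAH2 protein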
LYPLA2 counter = LYPLA2 (human) inhibition in PME1 counter-screen. recombinant LYPLA2, FP-Rh probe fluorescence polarization. O95372. actives 0.38% (n = 320,000). inhibition, % at 5.9 µM;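 active = inhibition above the screen-wide mean plus 3 SD, limit set per campaign, cut at about 26% in these data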;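 also: 0% = LYPLA2 with DMSO and 100% = wells lacking LYPLA2 enzyme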
Target sequence (O95372 whole entry, looked up): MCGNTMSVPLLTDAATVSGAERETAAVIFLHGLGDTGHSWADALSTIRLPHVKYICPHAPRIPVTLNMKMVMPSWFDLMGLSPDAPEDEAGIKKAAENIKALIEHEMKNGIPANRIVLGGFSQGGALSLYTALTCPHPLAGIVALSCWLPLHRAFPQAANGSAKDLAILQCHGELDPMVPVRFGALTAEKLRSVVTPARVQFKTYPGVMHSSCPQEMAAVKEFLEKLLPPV
GSTO1 inh = blocks human GSTO1 in RBBP9 counter-screen | recombinant GSTO1, activity-based probe fluorescence polarization | inhibition, % at 5.96 µM | actives 1.1% (n = 300,000);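 active = inhibition above the campaign mean inhibition plus 3 SD, cut at about 35% in these data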;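 also: 0% = GSTO1-1 with DMSO and 100% = wells lacking GSTO1-1 enzyme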
PAFAH1B3 inh = PAFAH1B3 (human) inhibition; recombinant PAFAH1B3, FP-rhodamine probe, fluorescence polarization; inhibition, % at 3.39 µM; actives 0.28% (n = 340,000);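 active = inhibition above the screen-wide average of all tested compounds plus 3 SD, cut at about 25% in these data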;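 also: 0% = enzyme with DMSO only and 100% = wells lacking PAFAH1B3 protein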
Target sequence (Q15102 whole entry, looked up): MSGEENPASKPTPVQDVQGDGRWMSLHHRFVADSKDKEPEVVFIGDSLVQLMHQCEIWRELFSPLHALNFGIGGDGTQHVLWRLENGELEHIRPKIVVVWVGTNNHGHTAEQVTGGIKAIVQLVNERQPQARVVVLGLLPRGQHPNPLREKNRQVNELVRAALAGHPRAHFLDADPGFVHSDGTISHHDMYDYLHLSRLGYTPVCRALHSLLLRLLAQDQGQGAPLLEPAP
The depositor's hits bear a star; · = not tested or not shown. A portion of the library (hit frequency here may not be typical).

Values run as follows: PAFAH1B2 inh	PME-1 primary	PAD4 inh	pPAFAH inh	LYPLA1 inh	PAFAH2 inh	LYPLA2 counter	GSTO1 inh	PAFAH1B3 inh
- CCOC(=O)N1CCN(C(=O)CCCn2c(=S)[nH]c3ccc(Br)cc3c2=O)CC1
    -1	1	-1	-1	-3	7	8	-7	7
- O=C(OCc1ccc(F)cc1)c1cc(=O)c2ccccc2o1
    -1	0	4	8	-5	-12	-1	-2	3
- CC(C)=CC(=O)OCC(=O)Nc1cc(C)ccc1C
    4	7	5	4	3	30*	-1	-2	8
- Cc1ccccc1-n1nc(C(=O)O)cc1-c1ccccc1
    15	4	-4	1	-2	2	-3	4	3
- COc1ccc(COC(=O)NC(C(=O)O)c2ccccc2)cc1 (configuration not stated)
    6	-5	1	0	0	-1	-3	9	1
- CCCN(CC(=O)Nc1ccccc1C)C(=O)c1cc(C)oc1C
    7	7	-2	3	3	9	3	·	5
- O=C(c1ccc(COc2ccccc2Cl)o1)N1CCCC1
    2	3	-2	8	6	18	5	0	3
- O=C(c1ccco1)N1CCN(c2cc(=O)n(-c3ccc(Cl)cc3)c(=O)[nH]2)CC1
    1	7	1	-2	1	1	-1	3	7
- COc1ccc(C(=O)Nc2cc3c4c(c2)CC(=O)N4CCC3)cc1
    -6	5	-4	10	4	-6	4	1	1
- Nc1nc(COc2ccc(Cl)cc2)cs1
    7	-7	5	1	2	0	2	2	2
- CC(C)c1ccccc1NC(=O)CCCC(=O)O
    4	-1	-5	2	3	7	7	0	0
- Cn1c(=O)c(=O)n(C)c2cc(S(=O)(=O)N3CCOCC3)ccc21
    5	-1	0	2	-4	-2	1	6	4
- COc1cc(/C=C/C(O)=C/C(=O)/C=C/c2ccc(O)cc2)ccc1O
    23	5	-3	6	-7	8	-6	·	21
- COc1ncnc2c1oc1ccccc12
    -2	1	6	5	-6	7	-9	2	6
- O=S(=O)(c1ccc(Cl)nc1)N1CCCc2ccccc21
    10	5	6	1	-2	5	-9	9	0
- Cc1cc(C)c(NC(=O)COC(=O)C2CCN(c3ccc(C(F)(F)F)cn3)CC2)c(Cl)c1
    4	2	3	2	2	-2	-2	-6	-2
- CC1CN(Cc2ccccc2)C(C)CC1O (configuration not stated)
    1	6	0	5	-4	5	-1	6	5
- Cc1c(NC(=O)CSc2nnc(COc3ccccc3)n2-c2ccccc2)c(=O)n(-c2ccccc2)n1C
    7	0	0	0	0	5	1	-2	13
- COc1cc2cc(C(C)(C)O)oc(=O)c2cc1OC
    11	-1	5	33*	-1	-13	0	·	9
- C#CCNC(=O)C1=C[C@H](c2ccc(Br)cc2)C[C@H](OCCCCO)O1
    6	3	-5	0	-7	4	-6	12	3
- Cc1oc(-c2ccccc2)nc1C(=O)OCC(=O)NC(=O)NCC(C)C
    4	-5	1	4	-4	1	-2	0	-7
- CCOC(=O)C/C(N)=N/N(C)c1ncc(C(F)(F)F)cc1Cl
    3	-3	4	-1	-5	10	-10	-7	3
- N/C(=N\OC(=O)Nc1ccccc1)c1ncc([N+](=O)[O-])s1
    4	9	-9	6	-5	16	4	16	3
- CC(=O)c1ccc(NC(=O)CN2CCN(S(=O)(=O)c3ccc4ccccc4c3)CC2)cc1
    -2	-6	-7	1	-11	-5	-20	·	0
- COc1ccc(Cl)cc1NC(=O)C(C)OC(=O)Cn1cc(C(F)(F)F)ccc1=O (configuration not stated)
    4	1	3	2	0	5	0	·	9
- O=C(CSCc1ccccc1)Nc1cccc(F)c1
    2	0	2	3	1	-7	8	7	7
- CCC(=O)N(Cc1ccco1)c1nc(C(=O)Nc2ccc(Cl)cc2)c(C)s1
    1	-7	-6	3	-17	-6	-22	-9	-3
- Cc1c(Nc2nc(-c3ccccc3)cs2)c(=O)n(-c2ccccc2)n1C
    -2	-5	-3	1	2	-2	1	6	3
- COc1ccc(N=C2SC(CC(=O)Nc3ccccc3)C(=O)N2CC2CCCO2)cc1 (configuration not stated)
    6	-3	3	1	2	-5	10	6	8
- CN1/C(=C/C(=O)CSc2ccccc2C(=O)O)C(C)(C)c2ccccc21
    -5	-23	-29	-2	-10	-9	-20	14	2
- O=C(NC1CCCCC1)c1cc([N+](=O)[O-])ccc1N1CCOCC1
    1	1	-1	-4	1	-3	7	-1	8
- CCC1CCCCN1S(=O)(=O)c1ccc(C(=O)Nc2nnc(C3=COCCO3)o2)cc1 (configuration not stated)
    5	3	-2	5	-2	11	2	-1	-6
- COCCn1c(Cc2ccccc2)nnc1SCc1ccc([N+](=O)[O-])cc1
    2	-3	0	-2	2	7	1	4	1
- CCOC(=O)NCc1ccc2c(c1)cc(C)n2C
    -2	0	5	7	-4	-6	4	0	2
- COc1ccc(NC(=O)C(c2ccccc2)N(C)C(=O)CNC(C)=O)cc1 (configuration not stated)
    -4	5	-1	4	-2	12	-2	2	-12
- Cc1c(NC(=O)c2ccc3c(c2)C(=O)N(Cc2ccco2)C3=O)cccc1C(=O)O
    -3	-1	-2	3	3	6	9	2	7
- CCNS(=O)(=O)c1ccc(CCC(=O)N2CCN(C(=O)OCC)CC2)cc1
    -3	3	4	3	2	1	10	0	5
- COc1ccc(CNC(=S)N/N=C/c2ccc(OC)c(OC)c2)cc1
    1	0	-3	5	-2	-1	-2	-16	1
- N#CC1=C(N)C(C#N)(C#N)[C@H](c2c(F)cccc2F)[C@H]2CC3(CC=C12)OCCO3
    2	17	2	4	-4	5	-4	1	-2
- O=S(=O)(c1ccc(SCc2ccccc2)nc1)N1CCCC1
    5	1	-2	1	-5	-1	0	·	4
- Cc1cc(N/N=C/c2ccc(O)cc2O)nc(-c2ccccc2O)n1
    4	65*	9	16	-14	6	3	7	13
- O=c1cc(-c2ccccc2)c2cc3c(cc2[nH]1)OCCO3
    23	7	1	2	-2	2	1	4	5
- CC1CCC(NC(=O)c2ccc(CNc3c(NC4CCCCC4)c(=O)c3=O)cc2)CC1 (configuration not stated)
    0	1	-2	1	0	-3	2	-1	0
- Cc1cc2sc3ccccc3c(=O)c2c(C)c1O
    0	2	-3	10	3	6	4	19	7
- CC1CCC(NC(=O)c2ccc(COc3ccccc3)o2)CC1 (configuration not stated)
    4	-3	0	-2	-1	2	-4	-4	5
- c1coc(CSc2ncnc3c2oc2ccccc23)c1
    0	-2	-2	7	-2	10	3	-6	2
- O=C1c2cc(Cl)ccc2OC2(CCNCC2)C12CC(c1ccccc1)=NO2 (configuration not stated)
    -1	2	-2	2	0	-5	-1	-2	11
- O=C(COC(=O)c1c(F)cccc1F)NCc1ccc2c(c1)OCO2
    5	-3	1	7	0	-1	2	·	7
- CCS(=O)(=O)c1ccc2c(c1)N(S(C)(=O)=O)CC(C(=O)NCc1ccccc1OC)O2 (configuration not stated)
    6	1	0	7	0	-15	3	-2	-3
- c1ccc(-c2nnc(SCC3CCCCO3)nc2-c2ccccc2)cc1 (configuration not stated)
    0	-3	-5	3	-3	1	-6	-1	8

Next entries
Values run as follows: PAFAH1B2 inh	PME-1 primary	PAD4 inh	pPAFAH inh	LYPLA1 inh	PAFAH2 inh	LYPLA2 counter	GSTO1 inh	PAFAH1B3 inh
- O=C(/C=C/c1ccccc1O)c1ccc(Cl)cc1
    4	-1	0	7	-4	-5	-12	-15	4
- CC(=O)c1ccc(S(=O)(=O)NCCC(=O)NC2CCN(Cc3ccccc3)CC2)cc1
    -4	·	-2	2	·	0	·	·	-3
- O=[N+]([O-])c1ccc(-c2csc(N3CCc4ccccc4C3)n2)cc1
    2	-4	-1	10	6	1	11	2	0
- CCOCCCNC(=O)c1ccc(OC)c(OC2CCN(C(C)C)CC2)c1
    4	4	-1	0	-4	-3	-6	3	6
- COc1ccc(-n2nc(C(=O)NCC(=O)N3CCC(C(N)=O)CC3)c3ccccc3c2=O)cc1OC
    1	-5	1	2	1	-1	4	2	8
- CC(=O)c1c(C)n([O-])c2ccc(C)cc2[n+]1=O
    7	-7	6	4	1	0	1	-2	3
- O=C(Nc1ccnc(-c2cccnc2)n1)c1ccccc1Cl
    5	-2	2	-2	-4	3	-1	6	1
- O=C(NCc1ccc2c(c1)OCO2)C1CC(c2ccc(Cl)c(Cl)c2)=NO1 (configuration not stated)
    5	-4	-6	7	1	-2	1	0	0
- CCOc1ccc(S(=O)(=O)/N=C(/c2ccccc2)N(C)C)cc1
    -3	-3	1	-4	-1	2	3	7	8
- Cc1cc(C(=O)COC(=O)C2CCN(C(=O)c3ccc(Cl)cc3)CC2)c(C)n1CC1CCCO1 (configuration not stated)
    1	-1	1	13	2	9	3	2	10
- CCOc1ccccc1N(C(=O)Nc1cccc(Cl)c1)C1=NC(C)CS1 (configuration not stated)
    0	-1	0	1	2	3	1	-3	1
- CCO[C@@H]1OC(C(N)=O)=C[C@H](C2CCCCC2)[C@H]1CCCO
    2	4	0	7	-1	-4	-2	-6	1
- O=[N+]([O-])c1ccc(C[n+]2cccc(O)c2)cc1
    3	-2	-3	6	0	-6	1	-7	14
- CC(=O)c1cc(C#N)c(N(C)Cc2ccccc2)nc1C
    3	4	-1	3	-2	-2	-3	-1	5
- Cc1cc(NC(=O)c2ccc(Cl)cc2)no1
    -1	0	-2	2	0	3	5	22	5
- COc1ccccc1NC(=O)N1CCN(c2ccc3nnc(-c4ccc(F)cc4)n3n2)CC1
    2	-3	4	3	-10	1	2	1	-4
- COc1cccc(C(=O)CN2CCN(S(=O)(=O)c3ccc(Br)cc3)CC2)c1
    29*	-2	2	5	-4	-2	9	3	-1
- CC(=O)c1ccc(N2CCN(C(=O)COc3ccc(F)cc3)CC2)c(F)c1
    1	-4	-3	2	0	-4	6	-3	2
- CNC(=O)C(=O)Nc1c(O)c2ccccc2[nH]c1=O
    -1	-1	0	2	2	4	2	3	2

Assay outcomes deposited in PubChem BioAssay by The Scripps Research Institute Molecular Screening Center.
